# Source: PubChem BioAssay (several laboratories)
# SRC2 inh – human SRC2 (NCOA2) inhibition. Q15596. HEK293 GAL4-SRC2 luciferase reporter, luminescence. inhibition, % at 9 µM. 0.17% of 370,000 active. AID 651957;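 active = inhibition above the mean inhibition of all tested compounds plus 3 SD, set per campaign, cut at about 52% in these data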;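 note: 0% = DMSO treated cells and 100% = cells given Gossypol at 36 µM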
# CF NFkB inh – blocks PAF-induced NF-kB reporter in cystic fibrosis cells. KKLEB NF-kB-GFP reporter, GFP fluorescence overnight. inhibition, % at 5 µM. 0.86% of 360,000 active. AID 588850;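 active = at least 50% inhibition at 5 µM, scaled per plate between neutral and stimulator controls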;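 note: PAF is a Pseudomonas aeruginosa culture filtrate used as stimulus; plate controls were PAF-stimulated DMSO wells for no effect and unstimulated DMSO wells for full effect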
# COUP-TFII inh – NR2F2 (human) inhibition, primary screen; AID 686940; 0.7% of 370,000 active; HEK293T NGFI-A luciferase reporter, luminescence; inhibition, % at 8.6 µM; P24468;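 active = inhibition above a per-plate cutoff, mean inhibition of test wells between control levels plus 3 SD, cut at about 38% in these data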;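 note: cells cotransfected with COUP-TFII expression vector driving the NGFI-A reporter; 0% = median of COUP-TF2 test wells and 100% = reporter-only cells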
# Target sequence (P24468 whole entry, looked up): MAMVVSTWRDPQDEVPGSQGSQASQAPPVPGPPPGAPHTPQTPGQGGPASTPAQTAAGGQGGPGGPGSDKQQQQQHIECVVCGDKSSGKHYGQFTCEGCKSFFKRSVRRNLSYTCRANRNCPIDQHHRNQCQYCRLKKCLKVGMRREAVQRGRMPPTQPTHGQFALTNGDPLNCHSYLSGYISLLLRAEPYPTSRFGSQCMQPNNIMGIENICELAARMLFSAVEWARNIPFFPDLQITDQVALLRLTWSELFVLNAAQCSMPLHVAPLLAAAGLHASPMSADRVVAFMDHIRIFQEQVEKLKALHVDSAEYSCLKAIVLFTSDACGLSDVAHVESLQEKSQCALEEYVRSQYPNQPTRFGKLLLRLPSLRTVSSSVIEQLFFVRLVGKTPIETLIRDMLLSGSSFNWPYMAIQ
# TROY NFkB inh – inhibitors of TROY-dependent NF-kB signaling. Q293 LMP1-TROYcd NF-kB luciferase reporter, 4 h. inhibition, % at 10 µM. 0.98% of 360,000 active;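 active = compounds whose plate-normalised and pattern-corrected inhibition of the luciferase reporter signal at the single screening dose is 50% or more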
# TRAIL sens C8 – sensitizes caspase-8 expressing cells to TRAIL; NB7+C8 cells + TRAIL, ATPlite viability luminescence; inhibition (viability loss, TRAIL sensitization), % at 10 µM; 1% of 360,000 active;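 active = compounds causing at least 50% loss of cell viability in the single-dose screen, relative to plate controls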
# TWEAK Fn14 block – TWEAK-Fn14 signaling inhibition. inhibition, % at 10 µM. AID 1159606. 2% of 360,000 active. TWEAK-stimulated Fn14 reporter cells, luciferase luminescence, 8 h; in the data active = inhibition above about 50%
# NCOA1 inh – inhibitors of human steroid receptor coactivator 1 (SRC1); inhibition, % at 3.6 µM; 0.12% of 360,000 active; Q15788; HEK293 GAL4-SRC1 luciferase reporter, luminescence;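 active = inhibition above the campaign mean plus 3 SD, with each screening campaign given its own cutoff, cut at about 60% in these data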;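 note: 0% = DMSO treated cells and 100% = gossypol at 36 µM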
# NCOA3 inh – inhibits human SRC3 coactivator | Q9Y6Q9 | HEK293 GAL4-SRC3 luciferase reporter, luminescence | inhibition, % at 3.6 µM | 0.17% of 360,000 active | AID 588352;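 active = inhibition above a per-campaign cutoff, the mean of all compounds plus 3 SD, cut at about 60% in these data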;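 note: 0% = DMSO-treated cells and 100% = gossypol-treated cells at 36 µM; higher means less SRC3-driven luciferase light from the GAL4 reporter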
# LMP1 NFkB inh – reduces LMP1-driven NF-kappaB luciferase signal | LMP1-induced NF-kappaB luciferase reporter cells, luminescence | inhibition, % at 12.5 µM | 0.69% of 350,000 active | AID 504558; in the data active = inhibition above about 41%;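 note: 0% = neutral control wells and 100% = reference inhibitor control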
# NR5A2 inv ag – inverse agonists of human LRH-1 (NR5A2); O00482; HEK293T StAR-luciferase reporter, LRH-1 transfected, 24 h; inhibition, % at 3.6 µM; 0.13% of 360,000 active;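 active = inhibition above the mean inhibition of all tested compounds plus 3 SD, cut at about 73% in these data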;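 note: 0% = DMSO wells and 100% = reporter-only cells lacking LRH-1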
# Target sequence (O00482 whole entry, looked up): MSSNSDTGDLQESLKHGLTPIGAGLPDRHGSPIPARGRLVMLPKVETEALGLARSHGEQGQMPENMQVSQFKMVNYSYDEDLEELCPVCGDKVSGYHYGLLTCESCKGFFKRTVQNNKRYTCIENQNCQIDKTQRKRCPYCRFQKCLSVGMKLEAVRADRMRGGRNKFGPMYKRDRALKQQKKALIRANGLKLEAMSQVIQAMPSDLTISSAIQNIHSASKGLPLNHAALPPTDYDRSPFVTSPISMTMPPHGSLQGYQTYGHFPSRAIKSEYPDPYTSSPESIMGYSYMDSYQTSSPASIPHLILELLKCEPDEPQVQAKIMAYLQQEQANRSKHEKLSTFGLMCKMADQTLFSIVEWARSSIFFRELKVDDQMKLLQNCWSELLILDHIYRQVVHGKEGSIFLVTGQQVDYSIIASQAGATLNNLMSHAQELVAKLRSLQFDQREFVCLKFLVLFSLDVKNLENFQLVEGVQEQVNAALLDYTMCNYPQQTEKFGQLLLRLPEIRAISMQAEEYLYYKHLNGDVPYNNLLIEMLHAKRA
# KKLEB tox – CF airway cell cytotoxicity counter-screen; KKLEB CF airway cells viability, ATPlite luminescence, overnight; active compounds read low; cells stimulated with P. aeruginosa culture filtrate; AID 602141; 0.36% of 360,000 active; activity change (cytotoxicity), % at 5 µM;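 active = corrected activity change at or below -50% at 5 µM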
# Active calls of the source: *; / = not tested or not shown.
SMILES,SRC2 inh,CF NFkB inh,COUP-TFII inh,TROY NFkB inh,TRAIL sens C8,TWEAK Fn14 block,NCOA1 inh,NCOA3 inh,LMP1 NFkB inh,NR5A2 inv ag,KKLEB tox
COC(=O)CN1C(=O)[C@H]2[C@@H](C3CC3)N3C(=O)CN(Cc4ccc(-c5ccccc5)cc4)C(=O)[C@@]3(Cc3ccccc3)[C@H]2C1=O,0,-25,-4,-3,-14,2,-13,9,-3,-1,-5
COc1ccc(-c2cn(Cc3ccc(C(N)=O)cc3)c(-c3ccncc3)n2)cc1,-69,-3,-68,-59,39,-29,-100,-107,-11,-107,12
COc1ccc(CNC(=O)[C@@H](C)NC(=O)[C@@H]2Cc3ccccc3CN2)cc1,-5,-10,-6,-20,-14,-10,3,11,-5,13,-20
CCOC(=O)N/N=C/c1ccc(F)cc1F,-38,-10,-22,-51,6,-13,-46,-24,-7,-55,7
CC(NC(=O)CC(c1ccccc1)c1cc(Cl)ccc1O)c1ccccc1 (configuration not stated),28,8,4,33,3,17,-11,-7,-3,12,7
CC(C)CC(NC(=O)C1CCC(C)CC1)C(=O)NCc1ccccn1 (configuration not stated),2,6,7,-2,-16,-1,7,14,-5,-4,-5
CCOC(=O)c1c(C)c(C(=O)NCCCOC(C)C)c(C)n1C,-11,5,1,4,-11,9,7,3,0,19,4
S=c1[nH]nc(C2(c3ccccc3)CCCC2)o1,17,7,16,16,-11,-20,-9,4,-8,4,-2
CCOC(=O)c1ccc(N=Cc2cnc(N)nc2N)cc1,-8,1,1,4,-6,-15,-2,2,-6,88*,8
O=C(COC(=O)c1ccc(Cl)c(S(=O)(=O)N2CCCC2)c1)NCc1cccs1,-15,-2,-4,2,-7,-8,7,3,-10,2,3
CSc1ccc(CCNC(=O)CN2C(=O)c3cccnc3Oc3ccc(C)cc32)cc1,3,-23,23,10,-5,32,-8,17,-4,17,-3
CCCCn1nc2cc(C(=O)N[C@H](C)C3CCCCC3)ccc2c1OCC,-13,-4,16,6,10,-8,-2,-6,-1,22,-5
CCN1CCN(c2ccc(N3CCN(S(=O)(=O)c4cc([N+](=O)[O-])ccc4C)CC3)nn2)CC1,1,-19,0,6,12,-3,-5,-9,-5,1,-8
COC(C[C@H](O)C[C@H](O)COCc1ccccc1)OC,6,-17,5,17,12,-9,-12,-9,5,19,0
O=C(CCNC(=O)c1ccco1)NCc1ccccc1,-30,-5,-20,-3,-5,-10,11,7,2,-8,5
Cc1cccc(N(C(=O)CCC(=O)Nc2cccnc2)C(C(=O)NC2CCCC2)c2ccncc2)c1 (configuration not stated),-19,-18,7,-16,-3,9,-5,-8,-2,-13,14
O=C(O)c1ccc(S(=O)(=O)c2ccc3c(c2)C(=O)N(NC(=O)c2ccc(O)cc2)C3=O)cc1,-14,-2,-40,-3,6,-13,-100,-13,-9,-69,-1
CC(C)(C)c1cc(C(=O)NCc2cccnc2)ccn1,-21,-16,4,0,4,10,10,22,-4,-13,-6
CCc1nnc(NS(=O)(=O)c2ccc(NC(=O)c3ccccc3C)cc2)s1,-9,6,-4,3,11,-3,8,7,-5,5,-3
CC(=O)c1c(N)[nH]c(-c2ccccc2)nc1=S,/,-4,/,7,9,21,-49,-14,1,-13,10
C=CCn1c(CCNC(=O)c2cccs2)nnc1SCC(=O)Nc1cccc(F)c1,8,8,13,5,11,3,-2,14,-6,14,-1
COc1ccccc1NS(=O)(=O)c1cccc(C(=O)N/N=C/c2ccc(N3CCOCC3)cc2)c1,-28,-32,15,1,1,-1,6,9,-9,-11,7
Nc1nc(SCC(=O)Nc2ccc(Cl)cc2)[nH]c(=O)c1-c1ccccc1,-13,10,11,18,-2,-1,-26,-1,4,13,-8
CN(c1ccccc1C(=O)Nc1ccc2c(c1)OCO2)S(C)(=O)=O,-24,0,4,-4,-43,6,-3,-2,-5,-7,16
COc1ccc(/C=C(/NC(=O)c2ccc(OC)c(OC)c2)C(=O)NCCc2c[nH]c3ccccc23)cc1,-1,-12,14,-20,-21,18,8,23,-9,6,0
O=C(CCCl)N1CCN(c2nc(-c3ccccc3)cs2)CC1,-48,-14,-31,-48,1,-17,-46,-103,-25,11,0
CNC(=O)COC(=O)c1cc2c(C)nn(-c3ccc(F)cc3)c2s1,4,-4,10,-37,11,-7,-12,-16,-6,9,3
O=C(O)c1ccc(NS(=O)(=O)c2ccc(Cl)c(C(=O)Nc3ccccc3[N+](=O)[O-])c2)cc1,-20,9,-10,16,-8,-1,-6,-2,-2,0,0
CC(=C/c1ccccc1)/C=N/NC(=O)CSc1nc(C)cc(C)n1,17,-1,11,-4,7,1,9,20,6,-15,-8
O=C(c1cncc(Br)c1)N1CCN(c2ccc([N+](=O)[O-])cc2)CC1,-16,20,9,13,2,4,8,12,-5,-5,-5
S=C(NCc1ccccc1)Nc1cccc(Cl)c1,-13,6,-4,-5,-13,0,1,-4,-2,13,0
O=C(CSc1nc(=O)n(CCCN2CCOCC2)c2c1CCCC2)Nc1ccc(F)c(F)c1,4,-12,-9,-16,0,-3,-4,8,-3,8,7
O=C(N/N=C\c1ccc(Cl)cc1)c1sccc1-n1cccc1,-31,-15,-15,-47,5,-14,-10,-15,3,-24,14
CC(C)N(Cc1cc2ccccc2[nH]c1=O)C(=O)c1cccnc1,-14,-10,15,/,11,32,-8,-3,3,1,0
CN(C)c1ccc(/C=C2\SC(N3CCCCC3)=NC2=O)cc1,-26,-16,-7,74*,32,83*,4,-11,28,10,-11
Cc1c(Cl)cccc1NC(=S)NCCc1ccc(F)cc1,-28,8,5,-2,10,71*,10,-9,-9,-4,3
CCN1CCc2c(sc(NC(=O)C3COc4ccccc4O3)c2C(N)=O)C1 (configuration not stated),-41,-2,-14,-32,3,0,-28,-22,8,-40,-4
CC(C)CCn1c(NCCc2ccccc2)nc2c1c(=O)n(C)c(=O)n2C,24,6,23,18,3,34,2,2,11,9,3
Cc1ccccc1CN1CCC(n2nccc2NC(=O)c2ccc3c(c2)OCO3)CC1,-14,-9,6,5,5,-16,9,4,-6,18,19
Nc1ccccc1C(=O)NCc1ccccc1,-17,1,-10,4,-30,9,-4,-14,-12,-12,1
COC(=O)C1=C(C)N(Cc2ccc(C)cc2)C(=O)/C1=C\c1cc(OC)c(OC)c(OC)c1,15,23,-2,21,21,43,10,15,1,9,-1
COc1cc(/C=N/NC(=O)c2cccc([N+](=O)[O-])c2)ccc1O,-20,-1,1,6,-1,-12,-7,11,-34,2,-2
Cc1cc([N+](=O)[O-])ccc1NC(=O)CSc1nncn1-c1ccccn1,-19,6,31,0,0,-19,-2,-5,-12,10,-13
Cc1ccc(O)c(CNc2ccccn2)c1,7,9,-18,-44,12,-18,-36,-11,-2,-21,6
Oc1ccccc1Nc1nc(NCC2CCCO2)c2ccccc2n1 (configuration not stated),-7,-6,17,18,-4,39,-11,-5,14,18,0
Cc1cccc(NC(=S)NC(=O)/C=C/c2ccccc2)n1,-4,-10,-2,-33,10,-17,-43,-59,-5,-41,16
Cc1ccc(CSCC(=O)Nc2ccccc2C(=O)O)cc1,-53,-7,-64,-3,10,-22,-137,-164,-23,-282,19
O=S(=O)(NC1CCCC1)c1ccccc1Cl,1,0,25,1,5,8,1,11,-1,4,4
CCN(CCn1cccn1)C(=O)CCc1nnc(CCc2ccccc2OC)o1,0,-14,-2,-20,5,-6,4,-3,2,9,-21
O=C(Nc1ccccc1O)C(c1ccccc1)c1ccccc1,22,5,26,25,15,64*,16,21,17,23,2
COc1ccc2nc(NC(=O)CSC(C)C(=O)Nc3cc(C)on3)sc2c1 (configuration not stated),-19,25,4,-6,14,12,-17,-4,-7,-2,2
O=C(Nc1cc([N+](=O)[O-])ccc1Cl)c1ccc2c(c1)OCO2,-9,-18,-1,-2,-4,-17,-4,-12,-1,20,8
CC(C)(C)C(=O)N1CCN(c2nc3ccc(Br)cc3s2)CC1,-35,-7,-17,-19,22,19,-27,-71,1,-24,-37
O=C(Nc1cccc(NC(=O)c2ccco2)c1)c1ccccc1,-16,-2,10,2,1,-8,11,-7,7,11,-3
C[C@]12C(=O)N(c3ccccc3)C(=O)N1[C@H]1c3ccccc3OC[C@@H]1[C@H]2c1ccccc1,22,42,25,-6,8,-19,-2,9,10,14,6
COc1ccc(/C=N/N2C(C)CCCC2C)cc1OC (configuration not stated),2,-7,-3,13,-3,4,-11,0,3,4,-3
COCC1CCCCN1C(=O)c1cc(COc2ccc3ncccc3c2)on1 (configuration not stated),28,3,44*,24,18,30,0,22,16,29,3
Cc1ccc(C(=O)COC(=O)COc2ccccc2[N+](=O)[O-])s1,15,11,-10,5,-9,10,-6,3,3,3,7
Cc1cc(C(=O)NNC(=O)c2ccc(C(F)(F)F)cc2)no1,-28,3,0,-4,1,-12,-2,-1,0,9,-2
O=C(CNC(=O)c1ccco1)OCC(=O)c1ccccc1Cl,-38,-3,18,8,3,-15,4,-7,-2,18,6
# Further results.
SMILES,SRC2 inh,CF NFkB inh,COUP-TFII inh,TROY NFkB inh,TRAIL sens C8,TWEAK Fn14 block,NCOA1 inh,NCOA3 inh,LMP1 NFkB inh,NR5A2 inv ag,KKLEB tox
COc1ccc(C2CC(c3ccccc3)=NN2c2ccc(C(N)=O)cc2)cc1 (configuration not stated),13,-2,2,-23,-8,0,8,3,1,-7,-4
C=CCC[C@@H](Cc1ccc(F)cc1)C(=O)OC[C@H](Cc1c[nH]c2ccccc12)NC(=O)[C@@H](CC=C)CC(=O)N[C@@H](CO)Cc1ccccc1,-21,0,-4,10,22,28,6,1,4,-4,-16
Cc1onc(-c2c(F)cccc2Cl)c1C(=O)N1CCSCC1,2,0,7,-2,2,-4,-70,0,/,2,-1
COc1ccc(NC(=O)COc2cccc(-n3cnnn3)c2)cc1Cl,-26,-23,-4,4,4,-27,-60,-2,13,-14,1
COc1ccc(OC(C)C(=O)NCCC2=CCCCC2)cc1 (configuration not stated),3,9,12,-19,-1,-8,-9,15,7,-8,11
Cc1sc(NC(=O)CSC2=NCCS2)nc1-c1ccccc1,8,-8,13,5,-11,23,5,-16,0,-18,3
CNC(=O)CSc1nc2[nH]ncc2c(=O)[nH]1,-25,3,-11,-18,-7,13,-16,-8,-5,2,3
CC1CCCN(C(=O)CN(c2ccccc2)S(=O)(=O)c2ccc(F)cc2)C1 (configuration not stated),-8,11,7,-19,3,10,-5,12,-40,-27,-3

# Profiles, quoted from the list.
# `O=S(=O)(NC1CCCC1)c1ccccc1Cl` in the list: SRC2 inh = 1; CF NFkB inh = 0; COUP-TFII inh = 25; TROY NFkB inh = 1; TRAIL sens C8 = 5; TWEAK Fn14 block = 8; NCOA1 inh = 1; NCOA3 inh = 11; LMP1 NFkB inh = -1; NR5A2 inv ag = 4; KKLEB tox = 4
# `COc1ccc(/C=C(/NC(=O)c2ccc(OC)c(OC)c2)C(=O)NCCc2c[nH]c3ccccc23)cc1` in the list: SRC2 inh = -1; CF NFkB inh = -12; COUP-TFII inh = 14; TROY NFkB inh = -20; TRAIL sens C8 = -21; TWEAK Fn14 block = 18; NCOA1 inh = 8; NCOA3 inh = 23; LMP1 NFkB inh = -9; NR5A2 inv ag = 6; KKLEB tox = 0
